# Compound activity (PubChem)
# mHTT CaM bind: inhibitors of human mutant huntingtin-calmodulin interaction; 3.6% of 190,000 active; AID 1671202; AlphaScreen His-mHTT/GST-CaM binding, luminescence; inhibition, % at 15 µM;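 further: 0% = both proteins with DMSO and 100% = one protein alone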
# Pf apPOL inh: Pf-apPOL DNA polymerase inhibition. Recombinant Pf-apPOL, molecular beacon fluorescence, 1.5 h. inhibition, % at 10 µM. 0.25% of 210,000 active
# The depositor's hits bear a star; . = not tested or not shown; & = joins results of further samples. No stated cut-off is given here; in the data, active means inhibition above about 50%; inactive means the rest. An unsorted share of the library. About 3.5% of those tested had a hit in this group.
smiles	mHTT CaM bind	Pf apPOL inh
CSc1ccccc1NC(=O)c1noc2c1CC(C(C)(C)C)CC2 (stereo not drawn)	-25	-4
COc1ccc(C(=O)Nc2nnc(SCC(=O)Nc3ccccc3F)s2)c(OC)c1	37	-4
Cc1ccc(C2Cn3nnc(C(=O)NC4CCN(Cc5ccccc5)CC4)c3CO2)cc1 (stereo not drawn)	10	10
Cc1nnc(Sc2nc3ccc(Cl)cc3s2)n1-c1ccc2c(c1)OCCO2	.	-18
COc1ccc2nc(NC(=O)c3cccc(C)c3)sc2c1	3	-4
Cc1cccc(S(=O)(=O)N2CCC(CN3CCCC(C)C3)CC2)c1 (stereo not drawn)	-8	-3
COc1ccc(NC(=O)C2CCc3sc(C(=O)N4CCCC4)cc3C2)c(OC)c1 (stereo not drawn)	10	-3
CCCn1cc(C2=CCN(C(=O)Nc3ccc(C)c(C)c3)CC2)c2cccnc21	33	-7
O=C(NCCc1ccccc1)C1c2ccccc2C(=O)N1Cc1ccc2c(c1)OCO2 (stereo not drawn)	30	1
Cc1nc(-c2ccccc2)sc1C(=O)NC1CC1	-6	-5
O=C(c1ccc(F)cc1)N1CCN(c2nc(CN3CCOCC3)cs2)CC1	-4	2
CSc1ccccc1C(=O)NCC1CCN(S(C)(=O)=O)CC1	-7	-1
COc1ccc(CCC(=O)NCC2CCN(C(=O)Oc3ccccc3)CC2)cc1	-3	-9
Cc1ccc2nc(-c3ccc(C)o3)c(NC(=O)C(C)(C)C)n2c1	14	5
CCCCC(=O)N1CCN(c2nc3c(s2)c(C)nn3-c2ccc(F)cc2)CC1	-1	-2
Cc1ccc(/C=C(\C#N)C(=O)Nc2ccc(Cl)c(Cl)c2)o1	-1	8
COc1cc(CNC(=O)C2CCN(c3nccnc3Oc3ccccc3)CC2)cc(OC)c1	-2	-3
O=[N+]([O-])c1cc(N=Cc2c[nH]c3ccccc23)ccc1N=Cc1c[nH]c2ccccc12	32	-1
N=C(N)CSc1ccccc1	.	-6&17
CN(C(=O)Cn1c(=O)oc2ccccc21)c1ccc(Br)cc1	-7	-7
COc1cc(C(=O)N2CSCC2C(=O)NCCc2cscn2)cc(OC)c1OC (stereo not drawn)	-1	1
CC(C(=O)Nc1cccc(NC(=O)c2ccccc2)c1)(c1ccccc1)c1ccccc1	4	-2
CC(=O)N(c1ccc2oc3c(c2c1)CCCC3)S(=O)(=O)c1ccc(C)cc1C	1	-2
CC1CCc2c(sc(NC(=O)C(C)N3C(=O)c4ccccc4C3=O)c2C(N)=O)C1 (stereo not drawn)	16	-7
C=CCc1ccccc1OCCCCN1CCOCC1	2	-8
COC(=O)c1ccc(-c2csc(NC(=O)c3cc(C)no3)n2)cc1	-6	-1
COCCN=C1Nc2ccccc2NC12CCCN(S(=O)(=O)c1ccc(C)c(F)c1)C2 (stereo not drawn)	36	-5
CCOC(=O)c1ccccc1NC(=O)CN1CCN(Cc2nc3ccccc3[nH]2)CC1	-4	-28
Cc1cccc(OCC(=O)Nc2cccc(C(=O)Nc3nccs3)c2)c1C	8	-8
CC(=O)N1CCN(c2ccc(NC(=O)c3cccc([N+](=O)[O-])c3C)cc2)CC1	-2	-2
Cc1cccc(C(=O)NCc2ccccc2)c1	-10	0
Cc1ccccc1NC(NC(=O)c1ccc(F)cc1)C(Cl)(Cl)Cl (stereo not drawn)	-24	-10
Cc1ccc2nc(C(=O)NCCC(C)C)cn2c1	-5	-3
Cc1ccc(NC(=O)c2c(C)sc3c(=O)n(C4CCCCC4)cnc23)cc1C	11	-1
COc1ccc(CN2COc3ccc4c(=O)c(-c5ccccc5OC)coc4c3C2)cc1OC	-2	-8
CC(=O)N1N=C(c2ccc(C)cc2)OC12CCCCCC2	-32	-1
COc1cccc(NC(=O)N2CCN(c3nc4c(C)ccc(C)c4s3)CC2)c1	-3	0
NC(N)=Nc1nc(-c2ccccc2)c2ccccc2n1	73*	-2
O=C(c1cccc(OCC2CCCN(C(=O)c3ccc(F)cc3F)C2)c1)N1CCCC1 (stereo not drawn)	9	-3
O=C(Nc1ccc2ncccc2c1)c1cc(Cl)ccc1Cl	3	-22
NS(=O)(=O)c1ccc(NC(=O)CN2C(=O)c3ccccc3C2=O)cc1	-9	8
COc1cccc(C(=O)Nc2nnc(C(F)(F)C(F)(F)C(F)(F)F)s2)c1	.	-5
CCc1ccccc1NC(=O)N1CCC(n2cnc3cc(F)ccc3c2=O)CC1	-8	0
O=C(c1ccccc1)N1CCC(CCNS(=O)(=O)c2ccccc2F)CC1	36	0
Cc1cc(C(=O)NCc2n[nH]c(=O)c3ccccc23)c(C)o1	-10	-2
CCCN1CCN(c2ncc3c(n2)CCN(Cc2cccc(C)c2)C3)CC1	13	-7
Cc1cccc(C(=O)Nc2c3c(nn2-c2ccccc2C)CS(=O)(=O)C3)c1	0	-1
O=C(c1ccc2c(c1)OCCCO2)N1CCOCC1	.	-1
COc1cccc(S(=O)(=O)N2CC3CC2CC3NC(=O)c2ccccc2)c1 (stereo not drawn)	4	-2
COc1ccc(C(=O)N2CCCC2c2cc(C)on2)cc1OC (stereo not drawn)	-7	13
O=C(OCc1cc(-c2ccc(F)cc2F)on1)c1ccc2nc[nH]c2c1	5	-8
COc1ccccc1N=C1SC(C(=O)Nc2ccc(F)cc2)CC(=O)N1C (stereo not drawn)	-4	-3
CCn1nccc1C(=O)N1CCC(O)(c2ccccc2)C(N(C)C)C1 (stereo not drawn)	-2	-9
O=C(c1ccc(-c2cccs2)nc1)N1CCC(N2CCCCC2)CC1	11	-9
CCOc1ccc(N(CC(=O)N2CCOCC2)S(=O)(=O)c2ccc(OC)c(OC)c2)cc1	8	0
CC(=O)N1CCc2cc(N3CC(C(=O)Nc4cc(C)ccc4F)CC3=O)ccc21 (stereo not drawn)	-5	-4
COc1ccc(C(=O)N2CCCCC2CCN2CCCCCC2)cc1 (stereo not drawn)	-4	-7
CC(C)(C)NC(=O)N1CCN(Cc2nc3cccnc3n2-c2cccc(F)c2)CC1	-3	-5
O=C1C(=Cc2ccc(-c3ccccc3OC(F)(F)F)o2)CSc2ccc(Cl)cc21	.	-2
CCOC(=O)C1CCN(C=C(C#N)S(=O)(=O)c2ccccn2)CC1	.	-2

# Four entries picked at random from those above:
smiles	mHTT CaM bind	Pf apPOL inh
COc1cccc(C(=O)Nc2nnc(C(F)(F)C(F)(F)C(F)(F)F)s2)c1	.	-5
COc1cc(CNC(=O)C2CCN(c3nccnc3Oc3ccccc3)CC2)cc(OC)c1	-2	-3
Cc1ccccc1NC(NC(=O)c1ccc(F)cc1)C(Cl)(Cl)Cl (stereo not drawn)	-24	-10
O=C(Nc1ccc2ncccc2c1)c1cc(Cl)ccc1Cl	3	-22

# Other structures:
smiles	mHTT CaM bind	Pf apPOL inh
O=C(NC1CCCCCC1)c1cccc(S(=O)(=O)N2CCCCCC2)c1	-5	-4
Cn1nc(-c2nc(-c3ccccc3)no2)c2c1CCN(C(=O)c1ccsc1)C2	31	1
CN(c1ccc(Cl)cc1)S(=O)(=O)c1ccc2[nH]cc(C(=O)N3CCCCCC3)c(=O)c2c1	37	-9
CCn1c(=O)c2c(ncn2Cc2cccc(F)c2)n(-c2ccc(C)cc2)c1=O	2	0
Cc1nc2ccccc2c2c1C(=O)N(C1CCCCCCC1)C2=O	9	0
O=C(Nc1ccc(Br)cc1)c1cccc(S(=O)(=O)N2CCOCC2)c1	7	-8
CCc1ccc(NC(=O)C2CC(=O)N(CCc3c[nH]c4ccc(F)cc34)C2)cc1 (stereo not drawn)	57*	-2
CCc1cc(=O)n(CC(=O)NCc2ccco2)c(N)n1	4	16
COC(=O)C1=C(N)Oc2c(oc(CO)cc2=O)C1c1ccccc1 (stereo not drawn)	0	-5
Nc1c(NCCCN2CCOCC2)c2ccccc2oc1=O	-1	-11
Cc1ccc2oc(-c3ccc(NC(=O)c4cccnc4)cc3O)nc2c1	19	2
O=[N+]([O-])c1cccc(N=Cc2ccc(Br)cc2)c1	22	-5

# In the list so far, these have a cyano group:
smiles	mHTT CaM bind	Pf apPOL inh
Cc1ccc(/C=C(\C#N)C(=O)Nc2ccc(Cl)c(Cl)c2)o1	-1	8
CCOC(=O)C1CCN(C=C(C#N)S(=O)(=O)c2ccccn2)CC1	.	-2

# The results go on.
Molecule | mHTT CaM bind | Pf apPOL inh
O=c1[nH]c2ccc(S(=O)(=O)Nc3ccc4c(c3)OCCO4)cc2s1 | 6 | 6
O=S(=O)(c1ccccc1)c1nc(-c2ccc(Cl)cc2)oc1NCc1ccco1 | 5 | 5
COc1ccc(/C=C/C#N)cc1 | -2 | -4
O=C(Cn1cccc1-c1nnc(C2CCC2)o1)NCc1ccc(F)cc1 | -9 | -3
Nc1cc(N)nc(SCC(=O)Nc2ccc(S(N)(=O)=O)cc2)n1 | 23 | 6
Cc1nnc2ccc(NC(=O)NCc3cccc(F)c3)cn12 | 1 | 1
COc1cccc(CNC(=O)N2CCC(c3nc(C(=O)N4CCCCC4)c(C)o3)CC2)c1 | 0 | -9
NS(=O)(=O)c1ccc(C(=O)NCCNc2ccc(Nc3cccnc3)nn2)cc1 | -17 | -3
COc1ccc(S(=O)(=O)N2CCCOC2CNC(=O)C(=O)NC2CCCCC2)cc1 (stereo not drawn) | -2 | -1
CCCCNc1ncc2cc3ccccc3nc2c1C#N | 0 | -2
Cc1[nH]c2ccccc2c1C(NS(=O)(=O)c1ccccc1)C(Cl)(Cl)Cl (stereo not drawn) | 30 | -3
O=C(c1ccc2cc[nH]c2c1)N1CCc2nc3cc(-c4ccccc4Cl)[nH]n3c(=O)c2C1 | 2 | -3
COc1ccc(N2C(=O)C(O)=C(C(C)=O)C2c2ccccc2)cc1 (stereo not drawn) | -4 | 0
CCCCc1ccc(NC(=O)N2CCC(c3cc(N)on3)CC2)cc1 | 5 | -1
c1ccc2c(c1)NC(c1ccc3c(c1)OCCO3)n1cccc1-2 (stereo not drawn) | . | -4
CC(=O)N(O)C(C)c1ccc(OCc2ccncc2)cc1 (stereo not drawn) | -2 | -5
Cc1ccc(NC(=O)N2CC3CCCN3c3ccccc32)c(C)c1 (stereo not drawn) | 67* | 0
CCc1cccc(CC)c1NS(=O)(=O)c1ccc(OC)cc1 | -17 | 1
CCc1ccc(CNC(=O)C2(n3cccc3)CCCCC2)cc1 | -19 | -3
Clc1ccc(-c2cnc3ccccc3n2)cc1 | -26 | -12

# Full records from above. Order of screens: mHTT CaM bind | Pf apPOL inh
# Cc1nc2ccccc2c2c1C(=O)N(C1CCCCCCC1)C2=O reads 9 | 0
# CC(=O)N1N=C(c2ccc(C)cc2)OC12CCCCCC2 reads -32 | -1
# NS(=O)(=O)c1ccc(NC(=O)CN2C(=O)c3ccccc3C2=O)cc1 reads -9 | 8
# Clc1ccc(-c2cnc3ccccc3n2)cc1 reads -26 | -12
# CSc1ccccc1NC(=O)c1noc2c1CC(C(C)(C)C)CC2 (stereo not drawn) reads -25 | -4

# Next part.
Molecule | mHTT CaM bind | Pf apPOL inh
CCOC(=O)C(C)Oc1ccc2c(c1)OC(=Cc1ccc(F)cc1)C2=O (stereo not drawn) | -3 | 3
CCN1c2cc(F)ccc2C(=O)NC12CCN(C(=O)c1cccc(C)c1)CC2 | -9 | 0
COc1cc(NC(=O)CSc2nc3nc(C)cc(C)n3n2)cc(OC)c1OC | -3 | -12
Cc1ccc(S(=O)(=O)c2ccc(Cl)c(N)c2)cc1 | . | 8
COc1cccc(-c2csc(Nc3cc(C)ccn3)n2)c1 | 32 | -4
O=C1C2C(C(=O)N1c1cccc(Cl)c1)C1C=CC2C12CC2 (stereo not drawn) | -8 | 11
Cc1ccc(CN2CCCn3nc(C(=O)NCCN4CCCC4)cc3C2=O)cc1 | -5 | 0
C=C(C)CN1C(=O)CSc2nnc(COc3ccccc3)n21 | 5 | -5
COCCNC(=O)C1(C)CCC(=O)N1CCCc1ccccc1 (stereo not drawn) | -4 | 2
COc1ccc(-c2nc3n(n2)C(c2cccc(OC)c2)C2=C(CCCC2=O)N3)cc1 (stereo not drawn) | -14 | -2
CCCOC(=O)[C@@H]1N2C(=O)[C@@H](NC(=O)C(C)Oc3ccccc3)[C@H]2SC1(C)C (stereo partly drawn) | 48 | 7
Cc1noc(COC2CCCN(S(=O)(=O)c3ccc(F)cc3)C2)n1 (stereo not drawn) | -18 | 2
Cc1ccc(-c2nc(CSc3nc(C)c(C)c(=O)[nH]3)no2)cc1 | -10 | 1
O=C1CCCC2=C1C(c1cccc([N+](=O)[O-])c1)C1C(=O)c3ccccc3C1=N2 (stereo not drawn) | 10 | -17
O=C(NCc1ccco1)C1CCCN(c2nc3ccccc3o2)C1 (stereo not drawn) | -7 | -7
O=C1Cc2cc(NC(=O)c3ccccc3Br)ccc2N1 | -13 | -3
O=C(Cc1cccs1)Nc1ccc(F)cc1 | -2 | -7
CC(C)N1CCN(C(=O)c2ccc(-c3cccs3)nc2)CC1 | -2 | -5
Cc1ccc(CC(=O)N2CCC(c3cc(N)on3)CC2)cc1 | -11 | 1
CCN(CC)S(=O)(=O)c1ccc(C(=O)N=c2sc3cccc(C)c3n2C)cc1 | 4 | 4
CN1CCN(S(=O)(=O)c2cc(Cl)c(Cl)cc2Cl)CC1 | -4 | -5
O=S(=O)(c1cccc(Cl)c1)N(c1ccc(Oc2cncc(Cl)c2)nc1)S(=O)(=O)c1cccc(Cl)c1 | . | -11
CCS(=O)(=O)c1ccccc1C(=O)Nc1nccs1 | -2 | -8
COc1ccc2c(C)nc(Nc3nc(C)cc(=O)[nH]3)nc2c1 | 5 | 27
Oc1ccc2c(c1)OCO2 | . | -3
O=C(COc1ccc(Cl)cc1Cl)Nc1nnc(COc2ccccc2)o1 | 97* | -260
COc1ccc(N2CCN(CCNc3ncnc4nc[nH]c34)CC2)cc1 | -7 | -2
COc1ccc(CNC(=O)C2(C)CCCN(S(=O)(=O)c3ccccc3C)C2)cc1 (stereo not drawn) | 5 | -1
COc1ccc(S(=O)(=O)N2CCC(C(N)=O)CC2)cc1Br | 1 | -3
